Tb PFK block: inhibitors of T. brucei phosphofructokinase; T. brucei PFK, ADP-Glo luminescence; Potency, µM (doses to about 57.5 µM), inactives show at the highest dose activity, negative = inhibition, usual class: inhibitors; O15648; 0.17% of 330,000 active;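 note: potency is the fitted concentration of half-maximal effect; 0% = uninhibited 1x PFK enzyme wells and -100% = no-enzyme wells; nearly all actives have a fitted effect of over 60% in size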
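Luminescent ADP detection (ADP-Glo, two-step: ATP depletion then ADP-to-ATP conversion for luciferase) reported PFK activity after 45 min room-temperature reaction of 1.25 nM enzyme with 0.5 mM F6P and 0.1 mM ATP at pH 8.0.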
B2AR arrestin: agonists driving beta-arrestin recruitment to human beta2-adrenergic receptor. 0.02% of 330,000 active. AID 492947. beta-arrestin recruitment to beta2AR, cell-based reporter. Potency, µM (top dose mostly 46.1 µM), inactives show at the top dose activation, hits mostly activators. P07550;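 note: potency is the fitted concentration of half-maximal effect; 0% = DMSO controls and full agonism = EC100 isoproterenol or metaproterenol; nearly all actives have a fitted effect of over 65% in size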
Integrin act MD: activators of alpha7 integrin expression for muscular dystrophy | alpha7betagal myoblasts, beta-gal FDG fluorescence, 48 h | Potency, µM (highest dose often 38.3 µM), inactives show at the top dose activation, hits mostly activators | 0.064% of 350,000 active | AID 624291;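 note: potency is the fitted concentration of half-maximal effect; 100% = response of the positive control SU9516; nearly all actives have a fitted effect of over 60% in size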
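Alpha7betagal+/- myoblasts (passage 13) were plated 16-24 hr, then exposed to compounds (1:260 dilution of DMSO stock) for 48 hours at 37C. After MPER lysis, β-galactosidase reporter activity was read as FDG fluorescence (ex 480/em 540) after 30 minutes.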
S-ASM inh: human S-ASM enzyme inhibition; placental ASM, HMU-PC fluorogenic substrate, 60 min; Potency, µM (highest dose often 57.5 µM), for the others: top-dose activity change, negative = inhibition, actives largely listed as inhibitors; 0.006% of 340,000 active; P17405; note: potency is the fitted concentration of half-maximal effect
Target sequence (P17405 47-631 limits assumed): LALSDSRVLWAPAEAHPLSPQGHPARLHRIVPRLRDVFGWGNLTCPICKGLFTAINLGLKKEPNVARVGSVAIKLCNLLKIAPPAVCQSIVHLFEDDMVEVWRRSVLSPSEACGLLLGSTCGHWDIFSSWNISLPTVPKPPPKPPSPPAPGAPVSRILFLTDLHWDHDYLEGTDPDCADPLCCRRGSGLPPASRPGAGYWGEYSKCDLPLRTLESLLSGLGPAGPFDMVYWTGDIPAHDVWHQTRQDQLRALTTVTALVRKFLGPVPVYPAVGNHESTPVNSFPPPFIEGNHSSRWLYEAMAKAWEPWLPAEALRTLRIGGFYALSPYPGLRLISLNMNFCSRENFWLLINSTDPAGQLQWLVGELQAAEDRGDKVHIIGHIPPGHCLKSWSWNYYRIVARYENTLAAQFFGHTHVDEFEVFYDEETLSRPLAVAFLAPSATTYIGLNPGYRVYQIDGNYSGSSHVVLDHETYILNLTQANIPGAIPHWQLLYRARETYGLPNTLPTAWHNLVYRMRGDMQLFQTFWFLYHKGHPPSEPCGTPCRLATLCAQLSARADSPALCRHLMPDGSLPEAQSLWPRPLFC
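Fluorogenic HMU-PC substrate (9 uM final) is turned over by placental ASM in 60 min at 37 C after a 10 min compound preincubation. Reaction ended by alkaline stop (pH 10), with fluorescence read at 386/447 nm.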
TSG101-PTAP inh: blocks PTAP/TSG101 interaction to inhibit HIV-1 budding | Potency, µM (highest dose often 115 µM), for the others: at the highest dose activity change, negative = inhibition, usual class: inhibitors | Q99816 | Fluorescence polarization, FITC-PTAP peptide / Tsg101 binding | 340,000 tested, under 10 active | AID 493005; active = well fitted inhibition curve with a large enough effect in the main read-out, with a control signal flat, not every such curve was filed as active; inconclusive = small, poorly fitted or top-dose-only effect, or effect the other way, or a change in a side signal; inactive = no such curve, though single readings can be large or run the other way; note: potency is the fitted concentration of half-maximal effect; % of control where 0% means no effect
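FP read-out: FITC-PTAP peptide, 50 nM final, binding Tsg101 binding domain, 10 uM final; 20 min, r.t.; 10 mM HEPES pH 7.5, 0.15 M NaCl, 0.01% Tween 20, 3 mM EDTA, 0.1 mM TCEP.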
GALK inhibitor: blocks human galactokinase activity; P51570; Purified GALK, Kinase-Glo residual ATP luminescence; Potency, µM (highest dose often 57.5 µM), for the others: at the highest dose activity change, negative = inhibition, most hits filed as inhibitors; 0.007% of 270,000 active; note: potency is the fitted concentration of half-maximal effect; % is set by controls: 0 for no effect and ±100 for the full control effect
Target sequence (P51570 whole entry, looked up): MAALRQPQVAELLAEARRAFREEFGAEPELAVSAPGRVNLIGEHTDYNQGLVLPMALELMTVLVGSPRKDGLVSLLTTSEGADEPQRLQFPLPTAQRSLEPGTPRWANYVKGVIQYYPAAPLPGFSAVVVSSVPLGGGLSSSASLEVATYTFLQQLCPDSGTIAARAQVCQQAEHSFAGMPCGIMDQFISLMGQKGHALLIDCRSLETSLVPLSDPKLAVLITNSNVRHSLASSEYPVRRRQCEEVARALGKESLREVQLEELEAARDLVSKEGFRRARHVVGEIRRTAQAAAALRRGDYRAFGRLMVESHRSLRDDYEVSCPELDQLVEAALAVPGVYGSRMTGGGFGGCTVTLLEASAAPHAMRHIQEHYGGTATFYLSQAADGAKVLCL
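ATP-depletion format; final 35 uM ATP, 100 uM D-galactose, 5 nM enzyme; pH 8.0 HEPES/Mg2+ buffer; 60 min RT; luminescence read 10 min after detection reagent.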
Giardia kill: kills Giardia lamblia. Giardia lamblia trophozoite viability. activity change, % at 7.66 µM, hits read low. 0.15% of 340,000 active; in the data active = activity change below about -80%; inconclusive = between about -30% and that limit;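 note: parasites exposed to compound for two days anaerobically before the ATP read; % is set by controls: 0 for no effect and ±100 for the full control effect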
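Trophozoite viability was measured as ATP-dependent luminescence, read 15-30 min after reagent addition. Before that, parasites at 100 cells/well were exposed to compounds for 48 h, anaerobically, at 37 deg C.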
FBPA coupling cs: inhibits coupling enzyme system, counter-screen for aldolase hits; coupling enzyme system counterscreen, AmpLite Red fluorescence; activity change, negative = inhibition, % at 58.2 µM, hits read low; 0.67% of 290,000 active; in the data active = activity change below about -30%; note: % is set by controls: 0 for no effect and ±100 for the full control effect
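Fluorescence at 525 nm excitation and 598 nm emission measured inhibition of the coupled detection system without aldolase. Compounds (at 57.5 uM final) were preincubated 10 min at room temperature with coupling enzyme reagent before a 20 min substrate/AmpLite Red step.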
PKM2 activator: activators of human pyruvate kinase M2; P14618; purified PKM2, Kinase-Glo ATP luminescence, activation; response scale: 0% is enzyme alone, no compound; 0.34% of 260,000 active; AID 1631; Potency, µM (doses to about 57.5 µM), inactives show at the top dose activation, usual class: activators; note: potency is the fitted concentration of half-maximal effect; % is set by controls: 0 for no effect and ±100 for the full control effect; nearly all actives have a fitted effect of over 55% in size
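Purified hPK-M2 (>95%) run at intermediate activity with 0.1 mM ADP and 0.5 mM PEP in 50 mM imidazole pH 7.2, KCl, MgCl2; 1 h room temperature. ATP formed read by Kinase-Glo luminescence; normalized to uninhibited and no-enzyme controls.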
Chronic BCR inh: blocks chronic active B-cell receptor signaling; ABC-DLBCL IkBa-CBG/CBR reporter, luminescence ratio, 4 h; Potency, µM (top dose mostly 46.1 µM), without a hit: at the highest dose ratio change, negative = lower green/red ratio, usual class: inhibitors; 0.05% of 340,000 active; AID 493014; active = well fitted inhibition curve with a large enough effect in the signal ratio, with a control signal flat, not every such curve was filed as active; inconclusive = small, poorly fitted or top-dose-only effect, or effect the other way, or a change in a side signal; the % refers to the signal ratio;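 note: potency is the fitted concentration of half-maximal effect; plate controls were basal doxycycline-induced cells for no effect and cells given 10 µM MG132 for full effect; MG132 reads +100%, hits lower the ratio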
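Cell line TMD8 (human ABC DLBCL), stably expressing tet-inducible CBG68-IkBa fusion and CBR; IMDM/0.5% FBS; cpd up to 46 uM; dox induction, 4 h, 37C/5% CO2; dual luminescence; green/red ratio; MG132 control.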
Menin-MLL TR inh: menin-MLL binding inhibition, Texas Red mutant peptide | O00255 | Menin + Texas Red MLL mutant peptide, fluorescence polarization | Potency, µM (doses to about 61.6 µM), for inactives: at the highest dose FP activity change, negative = inhibition, usual class: inhibitors | 0.23% of 270,000 active; active = well fitted inhibition curve with a large enough effect in the polarisation, with a control signal flat, not every such curve was filed as active; inconclusive = small, poorly fitted or top-dose-only effect, or effect the other way, or a change in a side signal; inactive = no such curve, though single readings can be large or run the other way; the % refers to the polarisation; note: potency is the fitted concentration of half-maximal effect; % of control where 0% means no effect; many of its hits are not listed in these tables
Numbers without * were called inactive; ? = inconclusive; nt = not tested or not shown; & = joins results of further samples; [ ] = another dose, or the depositor's remark. Unless noted, calls come from the whole dose curve; as a rule, active = well fitted curve in the direction sought with a large enough effect; inconclusive = small, poorly fitted or top-dose-only effect, or another doubt; inactive = no such curve, though single readings can be large; an effect the other way counts as inactive or inconclusive. An excerpt; count on the stated rates, not on these rows.

The line under a structure holds: Tb PFK block, B2AR arrestin, Integrin act MD, S-ASM inh, TSG101-PTAP inh, GALK inhibitor, Giardia kill, FBPA coupling cs, PKM2 activator, Chronic BCR inh, Menin-MLL TR inh
CSc1ccc(CN2CCN(Cc3ccc([N+](=O)[O-])cc3)CC2)cc1
    0%, 0.2%, -32%, 1%, -3%, -3%, 4, 0, -3%, 1%, -17%
COc1ccc(NC(=O)CO/N=C2\CCCc3nonc32)cc1
    0%, -0.6%, 16%, 3%, 2%, 0%, 1, 0, -1%, -16%, 12%
COc1cc(CCNC(=O)c2cnn3ccccc23)cc(OC)c1OC
    3%, 0.3%, -23%, 4%, 0%, 3%, -21, 2, -3%, -1%, 0%
O=S1(=O)CCN2C(=N1)SC1=C2CCN(Cc2ccccc2)C1
    -1%, 0.0%, 7%, 2%, -5%, 0%, 17, -3, 6%, 11%, 7%
O=C(COc1ccc(S(=O)(=O)N2CCOCC2)cc1Cl)N1CCOCC1
    3%, 0.1%, -26%, 8%, -8%, 17%, -19, 4, 1%, -2%, -7%
c1ccc(CNc2ncnc3scc(-c4cccs4)c23)nc1
    0%, 0.1%, -19%, -2%, -5%, 4%, -5, 0, ?, ?, -3%
C=CCSC1=N/C(=C/c2ccsc2)C(=O)N1c1ccccc1
    5%, -0.5%, 8%, 2%, 0%, 0%, -2, 7, -2%, ?, -2%
CC(=O)c1ccc(N2Cc3ccccc3C2)cc1
    -4%, -0.4%, 40%, -2%, 0%, 0%, -9, 0, -7%, -1%, 15%
CC12CCC(C(=O)N3CCN(c4ncccn4)CC3)(c3nc4ccccc4nc31)C2(C)C (stereo not drawn)
    -5%, -0.2%, 3%, -1%, -1%, 0%, -16, 0, -1%, ?, -14%
Oc1c(C=Nc2ccccc2)sc(=S)n1Cc1ccccc1
    -2%, -0.2%, -16%, 2%, 0%, -1%, -8, -4, -2%, -1%, ?
Cc1ccc(-n2cc(-c3ccccc3)c3c(=O)[nH]cnc32)cc1
    -6%, -0.3%, 21%, 0%, -2%, 0%, 10, 3, 28%, ?, 7%
O=C(COc1ccc2c3c(c(=O)oc2c1)CCCC3)NCCN1CCOCC1
    -2%, -0.2%, -18%, 4%, -5%, -1%, 4, nt, nt, -3%, nt
C[C@H](CO)N1C[C@H](C)[C@@H](CN(C)Cc2ccc(C(=O)O)cc2)Oc2c(NC(=O)C3CC3)cccc2C1=O
    1%, -0.8%, 8%, 7%, -1%, nt, -22, nt, nt, ?, nt
CN(Cc1ccccc1)S(=O)(=O)c1ccc(NC(=S)NC(=O)C(C)(C)C)cc1
    0%, -0.9%, -1%, -4%, -7%, nt, 8, 0, 1%, -1%, 6%
COCCNc1nc(C)cc(-c2cc(-c3ccc(Cl)cc3)on2)n1
    1%, -0.4%, 9%, 0%, ?, -2%, 2, 0, 0%, ?, nt
COc1ccc2c(-c3cc4ccc(OCc5ccc(F)cc5)cc4oc3=O)cc(=O)oc2c1
    22%, -0.5%, 29%, 4%, 2%, 2%, 4, 4, -4%, 2%, 2%
O=C(CCl)N1N=C(c2ccco2)CC1c1ccco1 (stereo not drawn)
    ?, 0.3%, -64%[inhibitor], 1%, 2%, 1%, 12, 0, 8%, -13%, 1%
O=S(=O)(Nc1cccc2nsnc12)c1ccccc1
    1%, 0.3%, 19%, -6%, -1%, -2%, 21, -5, ?, ?, 1%
Nc1nnnn1/N=C/c1cccc(Br)c1
    4%, -0.3%, ?, 2%, -5%, 4%, 11, 1, -4%, 6%, 4%
Cn1c(C(=O)NCc2ccccn2)cc2c(=O)n(C)c3ccccc3c21
    1%, 0.2%, -4%, 1%, -10%, 2%, -1, 2, 13%, ?, -16%

2 compounds from above, limited to B2AR arrestin, GALK inhibitor and FBPA coupling cs:
| canonical_smiles | B2AR arrestin | GALK inhibitor | FBPA coupling cs |
| --- | --- | --- | --- |
| COc1ccc(NC(=O)CO/N=C2\CCCc3nonc32)cc1 | -0.6% | 0% | 0 |
| COc1cc(CCNC(=O)c2cnn3ccccc23)cc(OC)c1OC | 0.3% | 3% | 2 |

Further results follow:
The line under a structure holds: Tb PFK block, B2AR arrestin, Integrin act MD, S-ASM inh, TSG101-PTAP inh, GALK inhibitor, Giardia kill, FBPA coupling cs, PKM2 activator, Chronic BCR inh, Menin-MLL TR inh
COc1ccc(-c2sc3ccc(OC)cc3c2C#Cc2cncn2C)cc1
    1%, 4.5%, -16%, 110%[activator], 0%, nt, -13, nt, nt, -9%, nt
COCCNC(=S)Nc1cc(OC)c(NC(=O)c2ccco2)cc1OC
    -7%, 0.1%, 0%, -1%, 0%, 1%, 4, 1, 30%, ?, -26%
CCCCNC(=O)c1cccc(S(=O)(=O)N2CC3(C)CC2CC(C)(C)C3)c1 (stereo not drawn)
    0%, 0.0%, 3%, -7%, -1%, nt, 9, nt, nt, ?, nt
O=S(=O)(c1c(F)cccc1F)N1CCN(Cc2c(O)ccc3ccccc23)CC1
    14%, -0.1%, -18%, 0%, -14%, nt, -27, nt, nt, -10%, nt
COc1ccc(S(=O)(=O)N2CCN(Cc3ccc4c(c3)OCO4)CC2)c2ccccc12
    2%, -3.1%, 4%, -3%, 0%, 3%, 2, 2, 2%, 4%, 0%
N#Cc1ccc(C(=O)NC23CC4CC(CC(C4)C2)C3)cc1
    0%, 0.0%, 1%, 1%, -2%, -2%, -10, 0, nt, ?, 1%
O=C(Cc1ccccc1)NCc1ccc(F)cc1
    -7%, 0.1%, -3%, 0%, -4%, 0%, 10, 5, -15%, ?, -2%
CC(C)NC(=O)NC(=O)CSc1nnc(-c2c[nH]c3ccccc23)o1
    0%, -0.7%, 3%, -1%, 2%, -5%, -12, nt, 12%, ?, nt
O=C(c1ccc(C(F)(F)F)cc1)C1CCCN(C(=O)c2cnccn2)C1 (stereo not drawn)
    -6%, -0.5%, -13%, -2%, 0%, 2%, 7, 3, -8%, -3%, 13%
CC(C)N1CCNCC1
    -1%, -2.0%, -6%, 4%, -2%, -1%, -3, -1, 2%, -16%, -8%
COC(=O)c1nnn(-c2nc(N(C)C)nc(N(C)C)n2)c1C
    -2%, -0.1%, 15%, 4%, -2%, 5%, -2, 3, 8%, 13%, ?
CCOc1ccc(S(=O)(=O)N(C(=O)c2ccco2)c2cc3sc(=O)oc3c3ccccc23)cc1
    -9%, -0.3%, -26%, -2%, 0%, -1%, -9, -6, 23%, -36%, 12%
NNC(=O)c1cc2sccc2s1
    3%, -0.4%, 0%, -4%, 0%, -4%, 9, -3, 2%, 18µM*, nt
CCC(C)(C)n1nnnc1C(c1cc2cccc(C)c2[nH]c1=O)N1CCN(C(=O)c2ccco2)CC1 (stereo not drawn)
    -2%, -0.1%, -18%[7.66 µM], 0%, -1%, 6%, 7, 1, ?, ?, ?
CC1(C)CC(=O)C(C=NCC2CCN(C(=S)Nc3ccccc3)CC2)=C(O)C1
    -1%, 0.4%, -15%, -1%, -8%, -3%, 20, 10, -3%, -1%, nt
CCCCCCCn1ccc(=N)cc1
    0%, -0.1%, -57%[inhibitor], -1%, -1%, -3%, -29, 1, -4%, 1%, -8%
CN1CCN(CCCNC(=O)c2ccc3c(=O)n(CCc4ccccc4)c(=O)[nH]c3c2)CC1
    3%, 0.3%, -74%[inhibitor], 74%[activator][11.5 µM], 4%, -5%, 16, -2, -8%, ?, 3%
O=C(O)CCc1ccc(-c2cccs2)n1NC(=O)c1ccco1
    29%, -0.1%, 10%, 9%, -6%, -4%, -5, 1, 7%, -1%, -9%
COc1cc(NC(=O)c2ccccc2OCc2ccccc2)cc(OC)c1OC
    1%, -0.6%, ?, -8%, -2%, 6%, 2, -3, 3%, 6%, 6%
N#CC12CCCCC1CC1CCCCC1(C#N)N2Cc1ccccn1 (stereo not drawn)
    8%, 4.0%, 21%, 1%, -3%, 2%, 10, 1, 1%, ?, 1%
Fc1cccc(F)c1-c1nc(-c2ccncc2)no1
    -11%, -0.4%, 10%, 5%, -4%, 7%, 8, 1, nt, -1%&-2%, -12%
COCCCN1C(=O)c2ccc(C(=O)OCC(=O)NCc3cccc(OC)c3)cc2C1=O
    0%, -0.1%, -8%, -1%, 1%, nt, -9, nt, nt, 3%, nt
O=C(CN1C(=O)NC2(CCc3ccccc32)C1=O)NCC(F)(F)F (stereo not drawn)
    -2%, -1.0%, ?, 5%, -1%, -2%, 7, 3, -5%, -9%, 4%

Screening results: PubChem, National Center for Advancing Translational Sciences (NCATS)
